# Screens from PubChem.
# EWS-Fli block – EWS/Fli transcriptional activity inhibition; hit rate 0.67% among 350,000; A673 NR0B1-luciferase reporter, viability-normalised; AID 651661; inhibition, % at 12.6 µM;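 active means mean inhibition of at least 50% after viability correction, with every replicate also passing that limit; inconclusive means mean reaches 50% but only one of two replicates passes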;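 further: firefly luciferase signal divided by Alamar Blue viability fluorescence both relative to DMSO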
# PAX8 reporter – PAX8 transcriptional activity inhibition; RMG-I TPO-luciferase reporter, SteadyGlo, 24 h; hit rate 1.2% among 360,000; inhibition, % at 12.6 µM;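 active means mean replicate inhibition at least 60% with every replicate also reaching 60%; inconclusive means only one of the two criteria is met; inactive means mean below 60% and not all replicates reaching 60%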;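 further: luciferase light reporting Pax8 driven TPO promoter activity; plate controls were median of neutral control wells for no effect and mitoxantrone controls for full effect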
# ERp5 inh – blocks human ERp5 reductase activity on insulin; Q15084; ERp5 insulin aggregation, absorbance 650 nm, 90 min; inhibition, % at 9.99 µM; hit rate 0.05% among 350,000;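 active means mean replicate inhibition above about 25%, with every replicate also reaching it, limit read from the data, passing the limit was not always enough; inconclusive means only one of those two criteria met; inactive means neither criterion met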
# Target sequence (Q15084 whole entry, looked up): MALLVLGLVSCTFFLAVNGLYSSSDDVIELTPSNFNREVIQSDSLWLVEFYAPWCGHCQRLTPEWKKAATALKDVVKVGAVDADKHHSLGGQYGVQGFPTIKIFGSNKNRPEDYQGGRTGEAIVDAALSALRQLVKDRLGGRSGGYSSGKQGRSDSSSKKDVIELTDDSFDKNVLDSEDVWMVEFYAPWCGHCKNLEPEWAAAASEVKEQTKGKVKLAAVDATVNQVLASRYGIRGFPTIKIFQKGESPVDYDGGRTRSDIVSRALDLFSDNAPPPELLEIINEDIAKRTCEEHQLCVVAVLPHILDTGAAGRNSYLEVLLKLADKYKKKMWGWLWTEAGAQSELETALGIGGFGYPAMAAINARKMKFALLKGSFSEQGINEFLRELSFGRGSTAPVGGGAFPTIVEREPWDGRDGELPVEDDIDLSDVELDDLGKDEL
# ARNT TACC3 PPI – disruptors of human ARNT/TACC3 interaction. AlphaScreen His-ARNT PAS-B/GST-TACC3 binding, luminescence; TACC3 fragment carries E629A point mutation. inhibition, % at 9.99 µM. hit rate 0.66% among 390,000. Q9Y6A5. AID 623870;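 active means mean inhibition of replicates at least 50% and at least half of replicates each reaching 50%; inconclusive means half or more replicates reach 50% but mean below 50%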;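 further: 0% = complete ARNT plus TACC3 wells and 100% = ARNT alone without TACC3; many hits fall short of the cut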
# INS-1E GSIS act – GLuc luminescence reporter in INS-1E cells, primary screen for activators of glucose-dependent secretion of insulin; activation, % at 16.6 µM; INS-1E GLuc reporter insulin secretion, 2-3 h; hit rate 0.61% among 370,000; AID 743287;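 active means lowest replicate activation of at least 40%, so every replicate reaches that level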;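 further: 0% = median of neutral control wells and 100% = median of IBMX positive control wells; some compounds called inactive have numbers as strong as hits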
# DENV2 CPE rescue – protects cells from dengue virus 2 cytopathic effect; CPE inhibition, % at 9.99 µM; DENV2-infected cells, cytopathic effect rescue, plate reader; hit rate 1.7% among 350,000; in the data active means CPE inhibition above about 20%, passing the limit was not always enough; inconclusive means no clear call, values can overlap the other calls; tested in BHK-21 cells;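 further: 0% = median of neutral control wells and 100% = median of positive control wells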
# Xi reactivation – activators of X-chromosome reactivation in mouse fibroblasts; hit rate 0.055% among 360,000; XiGFP mouse fibroblasts, % GFP-positive cells imaging, 3 d; cells co-treated with 5-aza-dC sensitizer; scaled so ellipticine positive control = 100%; activation, % at 7.58 µM;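 active means mean normalized replicate activation at least 10% and every replicate at or above 10%; inconclusive means only one of the two criteria met; inactive means mean below 10% and not all replicates reach 10%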;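 further: 0% = median of on-plate neutral control wells and 100% = ellipticine 6 µM median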
#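 Assay system: SV40-immortalized XiGFP fibroblast cells, line 68-5-11; buffer or medium: DMEM plus 5-aza-dC sensitizer; compound: one concentration, pinned; timing: compounds 3 days, fix/stain 15 min at room temperature; benchmarks: positive control ellipticine, 6 µM final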
# F508del corr – CFTR F508del correction in bronchial cells; AID 720511; CFBE cells, YFP halide quenching; stimulated with forskolin plus potentiator P3; % fluorescence drop versus neutral controls; activity (quench increase), % at 7.58 µM; hit rate 0.36% among 350,000;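 active means mean added fluorescence quench of at least 8% versus neutral control, with both replicates also reaching 8%; inconclusive means only one of the mean or replicate conditions met; inactive means mean below 8% and not both replicates reaching 8%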;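 further: cells transiently co-express mutant CFTR-F508del with the halide-sensitive YFP; corrector assay measuring rescue of mutant channel to the surface after 24 h compound exposure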
# The depositor's hits bear a star; ? = inconclusive; · = not tested or not shown; & = joins results of further samples. Not a hit list; any-hit rate near 4.2%.
molecule	EWS-Fli block	PAX8 reporter	ERp5 inh	ARNT TACC3 PPI	INS-1E GSIS act	DENV2 CPE rescue	Xi reactivation	F508del corr
CN(C)C(=O)CCc1ccc2c3c([nH]c2c1)[C@]1(C)[C@@H](C(=O)N2CCCCC2)C[C@H](CC(=O)NCCN2CCOCC2)C(=O)N1CC3	-4	7	3	-6	28	20	-0.2	-0.2
COc1cccc(NC(=S)Nc2ccc(Br)cc2Cl)c1	-7	1	0	-1	10	-1	0.0	2.1
Cc1ccc(NC(=O)Nc2nnc(-c3ccccc3)o2)cc1	-38	-83	4	21	6	-9	0.4	·
C[C@H]1CN([C@@H](C)CO)C(=O)Cc2cc(NS(=O)(=O)c3ccc(F)cc3)ccc2O[C@H]1CN(C)S(=O)(=O)c1ccccc1	-2	·	-1	-4	-6	9	-1.1	-3.9
O=S(=O)(Nc1ccc(NS(=O)(=O)c2ccccc2)c2ccccc12)c1ccccc1	7	-6	-2	·	5	11	0.0	2.3
CC(C)(CN1CCOCC1)NS(=O)(=O)c1ccccc1	-3	17	3	-6	1	4	0.0	-4.5
O=C(Nc1ccc(F)c(Cl)c1)C1Cc2c(-c3cccc(F)c3)ccnc2O1 (stereo not drawn)	13	0	7	·	·	1	0.0	-0.3
Cc1c(C)c2c(OCC(=O)NCC(O)c3ccccc3)cc3c(c2oc1=O)CCC(C)(C)O3 (stereo not drawn)	-11	·	4	-3	5	11	·	-0.8
CCCn1c(CCNc2nc(-c3ccc(Cl)c([N+](=O)[O-])c3)cs2)nc2cc(Cl)c(Cl)cc21	9	-6	7	-12	·	?	0.1	-3.7
Cc1ccc(C)c(CN2CCC(CNC(=O)Nc3ccc(Br)cc3F)CC2)c1	16	22	3	5	-31	?	0.0	0.7
O=C(c1cccc(F)c1)N1CCCC(C(=O)N2CCN(c3ccccc3)CC2)C1 (stereo not drawn)	-7	7	0	16	-3	-4	0.3	0.1
COc1ccc(NC(=O)c2ccccc2NC(=O)c2cccs2)cc1	-39	-9	-1	-5	2	0	0.1	-1.9
COc1ccc2[nH]c3c(c2c1)CCN1C(=O)C(CC(=O)NCCCn2ccnc2)C[C@H](C(=O)N(C(C)C)C(C)C)[C@@]31C (stereo partly drawn)	-5	-1	5	1	3	-3	0.0	-2.3
CCOC(=O)C1c2cccc(O)c2CCN1C(C)=O (stereo not drawn)	-1	6	-7	·	1	-1	0.1	-0.1
Cc1ccccc1COC(=O)CNC(=O)c1sc2ccccc2c1Cl	-1	-92	-3	-6	13	7	0.2	-6.8
Cc1nnc(NC(=O)CC23CC4CC(CC(C4)C2)C3)s1	4	-4	-2	-2	·	15	0.0	2.6
CNC[C@@H]1Oc2cc(Br)ccc2S(=O)(=O)N([C@H](C)CO)C[C@@H]1C	3&8	12&0	4&-3	-3	10&-15	-5&-10	-0.6&0.2	2.7&-0.1
O=C(CN1c2cccc3cccc(c23)S1(=O)=O)N1CCCCC1	-7	-2	3	1	-1	?	0.1	0.6
CCN1C(=O)C(=O)N(Cc2ccc(OC)c(F)c2)C1=O	-11	9	2	-4	-6	4	0.2	5.2
COc1ccc(N2CCN(C(=S)NCc3ccccc3)CC2)cc1	2	13	2	-11	·	3	0.0	-1.1

# Single records, as listed above. Order of values: EWS-Fli block	PAX8 reporter	ERp5 inh	ARNT TACC3 PPI	INS-1E GSIS act	DENV2 CPE rescue	Xi reactivation	F508del corr
# Shown for C[C@H]1CN([C@@H](C)CO)C(=O)Cc2cc(NS(=O)(=O)c3ccc(F)cc3)ccc2O[C@H]1CN(C)S(=O)(=O)c1ccccc1 = -2	·	-1	-4	-6	9	-1.1	-3.9
# Shown for COc1ccc2[nH]c3c(c2c1)CCN1C(=O)C(CC(=O)NCCCn2ccnc2)C[C@H](C(=O)N(C(C)C)C(C)C)[C@@]31C (stereo partly drawn) = -5	-1	5	1	3	-3	0.0	-2.3
# Shown for COc1cccc(NC(=S)Nc2ccc(Br)cc2Cl)c1 = -7	1	0	-1	10	-1	0.0	2.1
# Shown for CCN1C(=O)C(=O)N(Cc2ccc(OC)c(F)c2)C1=O = -11	9	2	-4	-6	4	0.2	5.2

# Next results follow:
molecule	EWS-Fli block	PAX8 reporter	ERp5 inh	ARNT TACC3 PPI	INS-1E GSIS act	DENV2 CPE rescue	Xi reactivation	F508del corr
COc1cccc(NC(=S)NC(=O)/C=C/c2ccc(F)cc2)c1	11	3	0	2	26	-5	0.2	1.6
COc1ccc(NC(=O)CN(C)S(=O)(=O)c2ccc(Cl)cc2)cn1	-4	-16	-5	-2	10	2	0.0	6.8
COC(=O)C[C@@H]1CC[C@@H]2[C@H](COc3ccc(NC(=O)c4cnccn4)cc3C(=O)N2C)O1	30	-6	·	·	8	·	0.1	1.5
O=C(Cn1nc(C(=O)O)c2ccccc2c1=O)Nc1cc(C(F)(F)F)ccc1-n1cncn1	2	1	1	-8	·	-9	0.4	-4.9
O=C(CCNC(=O)c1ccc([N+](=O)[O-])cc1)Nc1ccc(F)c(F)c1F	-4	-1	0	·	6	0	0.0	0.5
CN1C[C@@H]2C(c3ccc(C(F)(F)F)cc3)C3(c4ccc(C#N)cc4)CC2(C3)[C@H]1c1ccccc1 (stereo partly drawn)	13	28	1	·	·	0	-0.4	1.1
Cc1ccc(CN2CC(N3CCCC3)CS2(=O)=O)cc1 (stereo not drawn)	-6	-9	-4	·	2	11	-0.2	-3.5
COc1cccc(-c2cccc(NC(=O)C3CCN(Cc4ccc(CO)o4)CC3)c2)c1	·	5	0	2	4	-3	0.3	-0.6
Nc1nnc(-c2ccc(Cl)cc2Cl)s1	-105	49	1	5	10	9	0.0	-1.1
CC(C)CC1NC(=O)N(CC(=O)N(C)C2CCCCC2)C1=O (stereo not drawn)	-7	14	2	·	19	3	0.6	1.1
O=c1[nH]c(Cc2cccs2)nc2scc(-c3ccc(Cl)cc3)c12	-48	-14	-4	1	34	2	0.3	-1.0
Cc1ccc(NC(=O)c2cc3cc(OC(F)(F)F)ccc3[nH]2)cc1	-5	-49	4	·	·	12	0.0	1.6
COc1ccccc1CNC(=O)COC(=O)c1cccnc1SCC(=O)NCc1ccccc1OC	-8	14	2	-2	3	-3	0.0	0.8
CC(C)c1cc(=O)n2c(nc3ccccc32)[nH]1	-10	4	2	5	15	-4	0.2	0.0
CO[C@H]1CN(C)C(=O)c2cc(NS(=O)(=O)c3ccccc3Cl)ccc2OC[C@H](C)NC[C@@H]1C	0	·	1	17	7	1	-0.3	-1.3
CC(C)NC(=O)N(C)C[C@@H]1OCCCC[C@H](C)Oc2ccc(NS(=O)(=O)c3ccccc3)cc2C(=O)N([C@@H](C)CO)C[C@@H]1C	5	18	5	-10	-9	20	-0.9	1.2
Cc1noc(C)c1NC(=O)Nc1cccc2c1O[C@H](CN(C)Cc1ccc(C(=O)Nc3ccccc3N)cc1)[C@@H](C)CN([C@H](C)CO)C2=O	16	·	0	·	8	-5	0.3	-1.3
CCCN1C[C@@H](C)[C@H](OC)CN(C)C(=O)c2cc(NC(=O)c3cnccn3)ccc2OC[C@H]1C	7	·	-7	-3	-11	1	0.1	-0.5
COc1ccc([N+](=O)[O-])cc1NC(=O)CCNC(=O)Cn1ccc2ccccc2c1=O	-2	-6	0	16	6	-2	0.1	-1.7
COc1cc(Cl)c(C)cc1NC(=O)c1ccc2c(c1)OCO2	-47	-38	17	-2	-3	-6	0.0	1.8

# Brought forward from above: 4 compounds, then new ones.
molecule	EWS-Fli block	PAX8 reporter	ERp5 inh	ARNT TACC3 PPI	INS-1E GSIS act	DENV2 CPE rescue	Xi reactivation	F508del corr
Cc1noc(C)c1NC(=O)Nc1cccc2c1O[C@H](CN(C)Cc1ccc(C(=O)Nc3ccccc3N)cc1)[C@@H](C)CN([C@H](C)CO)C2=O	16	·	0	·	8	-5	0.3	-1.3
CCCN1C[C@@H](C)[C@H](OC)CN(C)C(=O)c2cc(NC(=O)c3cnccn3)ccc2OC[C@H]1C	7	·	-7	-3	-11	1	0.1	-0.5
COc1ccc([N+](=O)[O-])cc1NC(=O)CCNC(=O)Cn1ccc2ccccc2c1=O	-2	-6	0	16	6	-2	0.1	-1.7
COc1cc(Cl)c(C)cc1NC(=O)c1ccc2c(c1)OCO2	-47	-38	17	-2	-3	-6	0.0	1.8
COc1cccc(C#Cc2ccc3c(c2)O[C@H](CN(C)C(=O)c2ccccn2)[C@@H](C)CN([C@H](C)CO)S3(=O)=O)c1	-3	32	·	16	17	-5	-0.6	-0.7
COc1ccc(N=Nc2c(N)n[nH]c2N)cc1	-32	-55	2	-3	22	-2	-0.1	-1.3
COc1ccccc1NC(=O)COC(=O)COc1cccc2c1OC(C)(C)C2	4	-5	-5	-4	-1	16	-0.3	0.4
O=C(NC1=NCCS1)c1ccc(N2CCCC2=O)cc1	-11	3	-4	-5	-1	0	0.1	-0.8
CCOc1ccc(NC(=O)CN(C)C(=O)C2CC2C)cc1OCC (stereo not drawn)	-5	-4	-1	-4	3	-3	0.0	3.2
O=C(c1ccc2c(c1)OCO2)N1CCCCN2[C@H](CO)[C@@H](c3ccc(-c4ccccc4)cc3)[C@H]2C1	·	-15	-2	1	-21	-10	0.0	0.8
COCC#Cc1cnc2c(c1)C(=O)N([C@@H](C)CO)C[C@@H](C)[C@H](CN(C)C(=O)Nc1cccc(F)c1)O2	-3	·	-5	-3	3	0	-0.7	-1.6
O=C(NCCCCc1ccccc1)c1cccc(Br)c1	-28	-13	1	-4	-7	7	0.0	-1.6
CCCn1nc(C(=O)N2CCN(S(=O)(=O)c3ccc(C)c(C)c3)CC2)c2ccccc2c1=O	20	30	0	7	-20	1	0.1	1.7
COc1ccc(S(=O)(=O)Nc2ccc3c(c2)C(=O)N([C@H](C)CO)C[C@H](C)[C@@H](CN(C)S(C)(=O)=O)O3)cc1	11&1	-16	-2&-9	-4	3&26	8&-3	0.0&0.4	-0.3&-4.0
O=C(COc1ccc(Cl)cc1)NCCc1ccccn1	9	7	2	-3	15	3	0.4	0.7
CCOC(=O)c1ccc(S(=O)(=O)NCC(C)(C)N2CCOCC2)cc1	12	6	-2	-2	18	-1	-0.2	0.3
O=C(OCc1ccc([N+](=O)[O-])cc1)c1cc(S(=O)(=O)N2CCCCC2)ccc1N1CCOCC1	13	16	0	0	1	8	0.0	1.0
CC(=O)NNC(=S)NC(=O)c1ccccc1	11	-23	-2	33	-1	1	0.0	-0.7
CC(C)N1C(=O)CCC1C(=O)N1CCN(c2ccc(F)cc2)CC1 (stereo not drawn)	-3	-12	2	3	24	11	-0.1	1.4
